# Source: PubChem BioAssay
# SNCA expr inh: SNCA gene expression inhibition; HEK-293 SNCA-luciferase knock-in, luminescence, 24 h; Potency, µM (highest dose often 57.2 µM), for the others: top-dose activity change, negative = inhibition, usual class: inhibitors; 0.17% of 140,000 active; AID 1671194;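 note: potency is the fitted concentration of half-maximal effect; plate controls were DMSO cells for no effect and cell-free wells for full effect; nearly all actives have a fitted effect of over 45% in size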
# IP6K1 inhibitor: IP6K1 kinase inhibition | activity change, % (series mostly up to about 58 µM) | Q92551 | 0.81% of 140,000 active | IP6K1 kinase, ADP-Glo luminescence, 2 h; hits give low values; in the data active = activity change below about -25%
#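 ADP-Glo luminescence measures ADP made by human IP6K1 during a 2 h RT reaction with ATP/IP6 (mix at 1.3 mM/130 uM); top library doses 57.5 and 19.1 uM final.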
# HEK293 viab: reduces viability of HEK-293 SNCA reporter cells; HEK-293-SNCA-luc viability, GF-AFC fluorescence, 24 h; Potency, µM (highest dose often 57.1 µM), without a hit: top-dose activity change, negative = cytotoxicity, actives largely listed as cytotoxic; 0.12% of 150,000 active;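 note: potency is the fitted concentration of half-maximal effect; 0% = DMSO-treated cells and -100% = medium-only wells without cells; nearly all actives have a fitted effect of over 30% in size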
#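 Cytotoxicity counterscreen: after 24 h compound treatment of genome-edited SNCA-luciferase HEK-293 cells, live-cell protease substrate GF-AFC read by fluorescence after 30 min; activity scaled between DMSO (0%) and medium-only (-100%), curves Hill-fitted.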
# 3T3 cytotox: cytotoxic compounds in NIH 3T3 cells; NIH 3T3 viability, CellTiter-Glo ATP luminescence, 48-72 h; Potency, µM (top dose mostly 96.7 µM), inactives show top-dose activity change, negative = cytotoxicity, most hits filed as inhibitors; 4.3% of 94,000 active; note: potency is the fitted concentration of half-maximal effect; nearly all actives have a fitted effect of over 55% in size
#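 First NIH 3T3 cells are plated at 400 cells/well; next compound is pinned in; then plates incubate 48 or 72 hr at 37 °C; finally CellTiter-Glo is added and luminescence read after 10 min.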
# FLuc inh: blocks purified firefly luciferase enzyme activity; Potency, µM (top dose mostly 115 µM), for inactives: at the top dose activity change, negative = inhibition, most hits filed as inhibitors; purified P. pyralis luciferase, luminescence, biochemical; 2.5% of 76,000 active; P08659; note: potency is the fitted concentration of half-maximal effect; nearly all actives have a fitted effect of over 65% in size
# Target sequence (P08659 whole entry, looked up): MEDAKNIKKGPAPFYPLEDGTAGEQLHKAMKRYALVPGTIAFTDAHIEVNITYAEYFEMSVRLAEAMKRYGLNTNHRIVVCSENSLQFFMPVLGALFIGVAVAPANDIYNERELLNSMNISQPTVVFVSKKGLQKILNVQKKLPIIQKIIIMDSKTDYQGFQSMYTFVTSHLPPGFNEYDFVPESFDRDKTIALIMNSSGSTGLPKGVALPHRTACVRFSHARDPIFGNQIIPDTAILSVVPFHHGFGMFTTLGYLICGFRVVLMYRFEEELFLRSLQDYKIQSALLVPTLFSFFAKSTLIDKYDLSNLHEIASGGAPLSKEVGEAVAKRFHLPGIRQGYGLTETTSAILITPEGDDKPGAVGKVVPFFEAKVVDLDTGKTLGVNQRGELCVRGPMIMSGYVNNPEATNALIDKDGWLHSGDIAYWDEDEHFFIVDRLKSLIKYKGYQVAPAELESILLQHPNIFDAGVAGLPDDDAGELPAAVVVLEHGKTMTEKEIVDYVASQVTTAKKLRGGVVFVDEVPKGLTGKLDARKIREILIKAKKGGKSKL
#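 Purified P. pyralis luciferase (10nM final) in 50mM Tris acetate pH 7.5, 10mM Mg acetate, 0.01% Tween-20, 0.05% BSA with 10uM D-luciferin and 10uM ATP. Compounds titrated qHTS. Luminescence imaged on CCD.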
# HEK293 tox: kills HEK 293 cells; HEK 293 viability, ATP luminescence (CellTiter-Glo), 48-72 h; Potency, µM (titrated, usually from 115 µM), inactives show top-dose activity change, negative = cytotoxicity, usual class: inhibitors; 6.6% of 94,000 active; AID 1345083; note: potency is the fitted concentration of half-maximal effect; nearly all actives have a fitted effect of over 60% in size
#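 Cells seeded first (HEK 293, 250 cells/well), then compound added by pintool. Incubation ran 48 or 72 hr at 37 degree Celsius. CellTiter-Glo was added and luminescence imaged after 10 min at room temperature.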
# GPT2 inh: blocks human glutamate pyruvate transaminase 2. Q8TD30. 0.25% of 100,000 active. AID 1671188. Recombinant GPT2, coupled pyruvate oxidase/HRP Amplex Red fluorescence. Potency, µM (highest dose often 57.7 µM), without a hit: top-dose activity change, negative = inhibition, most hits filed as inhibitors; note: potency is the fitted concentration of half-maximal effect; nearly all actives have a fitted effect of over 60% in size; many of its hits are not listed in these tables
# Target sequence (Q8TD30 whole entry, looked up): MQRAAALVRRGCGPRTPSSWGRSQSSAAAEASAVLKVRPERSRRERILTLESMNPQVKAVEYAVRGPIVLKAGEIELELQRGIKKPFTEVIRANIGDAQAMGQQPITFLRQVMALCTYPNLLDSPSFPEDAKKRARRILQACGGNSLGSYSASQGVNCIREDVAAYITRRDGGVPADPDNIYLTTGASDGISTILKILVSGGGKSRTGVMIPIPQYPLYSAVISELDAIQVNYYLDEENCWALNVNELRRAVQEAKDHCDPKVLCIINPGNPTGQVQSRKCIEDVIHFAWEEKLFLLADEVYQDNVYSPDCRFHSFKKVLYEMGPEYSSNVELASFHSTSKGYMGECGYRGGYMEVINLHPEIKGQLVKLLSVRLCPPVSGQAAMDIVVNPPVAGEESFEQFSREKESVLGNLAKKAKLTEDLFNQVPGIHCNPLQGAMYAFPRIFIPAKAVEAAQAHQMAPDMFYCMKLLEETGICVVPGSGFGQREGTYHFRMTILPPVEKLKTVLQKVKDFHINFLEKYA
#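 Recombinant GPT2 (10ng/uL) with 250uM a-KG and 2mM L-alanine, 30 min at room temperature, in HEPES pH 7.5 buffer. Pyruvate detected by pyruvate oxidase/HRP/Amplex Red fluorescence after 30 min in the dark; AOA (50uM) as positive control.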
# The depositor's hits bear a star; i = inactive; ? = inconclusive; . = not tested or not shown; [ ] = remark or other dose. Unless noted, calls come from the whole dose curve; as a rule, active = well fitted curve in the direction sought with a large enough effect; inconclusive = small, poorly fitted or top-dose-only effect, or another doubt; inactive = no such curve, though single readings can be large; an effect the other way counts as inactive or inconclusive. Unless noted, % is set by controls: 0 for no effect and ±100 for the full control effect. Not all compounds are listed; the hit share may differ from the screen's.
# Values in the order – SNCA expr inh | IP6K1 inhibitor | HEK293 viab | 3T3 cytotox | FLuc inh | HEK293 tox | GPT2 inh
COc1ccc(-c2cn(C[C@H]3C[C@@H]4CCN3C[C@@H]4C(=O)NC3CC3)nn2)cc1
    41%[activator][87.6 µM] | 9 | 1%[87.6 µM] | -3%[174 µM] | -6%[172 µM] | i | 3%[88.5 µM]
CSc1cccc(NC(=O)NC[C@H]2C[C@@H]3CCN2C[C@@H]3CN(C)CCc2ccccn2)c1
    4% | -2 | 15% | 79µM* | -19% | ? | i
FC(F)(F)CN1C2CCC1CN(c1cc(Cl)ncn1)C2
    -10% | -7 | 1% | 5% | . | 2% | -8%
CC(C)NC(=O)NC[C@H]1C[C@@H]2CCN1C[C@@H]2CN1CCSCC1
    18%[87.6 µM] | 11 | 3%[87.6 µM] | -19%[174 µM] | -5%[172 µM] | -18%[172 µM] | -10%[88.5 µM]
c1ccc2c(c1)Sc1ccccc1N2CC1CN2CCC1CC2 (stereo not drawn)
    -7%[25.6 µM] | -5 | 54%[23.9 µM] | . | . | . | i
OC[C@@H]1[C@@H](c2ccccc2)CN2CCN(Cc3ccccc3)C[C@H]12
    . | 0 | . | ? | . | ? | .
O=C(NC1CCCC1)N1[C@H]2CC[C@@H]1c1cncnc1C2
    -5% | 12 | 0% | i | 1% | i | i
COc1ccc(NC(=O)NC[C@H]2C[C@@H]3CCN2C[C@@H]3c2cc(-c3ccccc3)nn2C)cc1
    24% | -5 | 9% | ? | -6% | 28µM* | 4%
CN(C)C(=O)[C@H]1CN2CC[C@H]1C[C@@H]2Cn1cc(COc2ccccc2)nn1
    -20%[87.6 µM] | 23 | 3%[87.6 µM] | 0%[174 µM] | 0%[172 µM] | 1%[172 µM] | -8%[88.5 µM]
CCOC(=O)[C@H]1CN(C(=O)c2ccc(Cl)cc2)[C@]2(C)C(=O)N(CCOC)c3ccccc3[C@H]12
    . | 1 | . | ? | . | ? | .
CN(Cc1ccccc1)Cc1cn(C[C@H]2CC3CCN2C[C@@H]3C(=O)NCc2ccc(F)cc2)nn1 (stereo partly drawn)
    24% | 17 | 3% | -32% | -4% | -29% | -1%
Cn1nc(C(=O)NCC2CCOCC2)c2ccccc21
    3% | -5 | 4% | -2% | -1% | -3% | i
Cc1c(Cl)c(=O)oc2cc(OP(=O)(OCCCl)OCCCl)ccc12
    11%[25.6 µM] | 6 | 3%[23.9 µM] | . | . | . | 1%
CCOC(=O)[C@H]1CN(C(=O)c2cc3ccccc3s2)[C@]2(C)C(=O)N(CC3CC3)c3ccccc3[C@H]12
    ? | -3 | -26%[23.9 µM] | ? | . | ? | i
CNC(C)c1cccc(Cl)c1 (stereo not drawn)
    16%[87.6 µM] | 4 | -2%[87.6 µM] | -3%[174 µM] | . | 0%[230 µM] | -14%[88.5 µM]
O=C1CN=C(c2ccccc2Cl)c2cc(Br)ccc2N1
    . | 25 | -9% | . | . | . | 1%
COc1ccc(NC(=O)CCc2nc(C3=CCN(Cc4cccc(C)c4)CC3)no2)c(OC)c1
    23% | 7 | 5% | . | . | . | .
O=C(Cc1cccc(F)c1)N1[C@H]2CC[C@@H]1c1cnc(-c3ccccc3)nc1C2
    44%[activator] | 14 | 2% | -10% | 0% | -18% | 3%
O=C(NCc1ccccc1)[C@H]1CN2CCC1C[C@@H]2Cn1cc(-c2ccccc2)nn1 (stereo partly drawn)
    14%[87.6 µM] | 16 | 8%[87.6 µM] | -17%[174 µM] | -2%[172 µM] | -28%[172 µM] | i
CS(=O)(=O)N1CCC2(C1)N=C(c1cccnc1)C(=O)N2 (stereo not drawn)
    40%[activator][87.6 µM] | 5 | 0%[87.6 µM] | -3%[138 µM] | 3%[172 µM] | -4%[172 µM] | i
CC(C)C(=O)N1[C@H]2CC[C@@H]1c1cnc(-c3ccc(F)cc3)nc1C2
    5% | 21 | -9% | -28% | 2% | ? | -3%
O=C(NC(O)C(Cl)(Cl)Cl)NC(O)C(Cl)(Cl)Cl (stereo not drawn)
    -26%[25.6 µM] | -5 | -1%[23.9 µM] | . | . | . | 3%
CCCCC12CN3CC(C)(CN(C1)C3c1ccccn1)C2=O (stereo not drawn)
    ? | -16 | -5% | . | . | . | .
O=C(COc1ccccc1Cl)N1CCN(CCc2ccccn2)CC1
    31%[activator] | 11 | 1% | . | . | . | .
CO[C@H]1C[C@H](O[C@H]2CC[C@]3(CO)[C@H]4CC[C@]5(C)[C@@H](C6=CC(=O)OC6)CC[C@]5(O)[C@@H]4CC[C@]3(O)C2)O[C@H](C)[C@H]1O
    . | -12 | ? | . | . | . | i
C[C@]12CC[C@H](O)C[C@H]1CC[C@@H]1[C@@H]2[C@H](O)C(=O)[C@]2(C)[C@@H](c3ccc(=O)oc3)CC[C@]12O
    . | 18 | ? | . | . | . | -11%
O=C1NC2(CCCN(Cc3cccnc3)C2)Oc2ccccc21 (stereo not drawn)
    -15%[87.6 µM] | 10 | ? | -18%[138 µM] | -10%[172 µM] | -19%[172 µM] | 4%[88.5 µM]
COc1ccccc1CC(=O)N1CC2(CCN(C)CC2)c2cc(OC)c(OCc3ccccc3)cc21
    0% | -15 | -6% | 32µM* | 5% | ? | i
N#C[C@H](O[C@@H]1O[C@H](CO[C@@H]2O[C@H](CO)[C@H](O)[C@H](O)[C@H]2O)[C@H](O)[C@H](O)[C@H]1O)c1ccccc1
    10% | . | -9% | . | . | . | -17%
COc1cc2c(cc1OC1CCCC1)NC(=O)C21CCN(Cc2ccccc2)CC1
    -23%[87.6 µM] | -18 | -26%[87.6 µM] | 89µM* | -1%[172 µM] | ? | 3%[88.5 µM]
NC(=O)c1ccc(NC(=O)c2cccn(Cc3ccccc3)c2=O)cc1
    17% | 52 | ? | . | . | . | .
O=C(O)c1cn(Cc2ccccc2F)nn1
    15% | 3 | 21% | 4% | -2% | -14% | 2%
CCOC(=O)[C@H]1CN(C(=O)c2cc(C)oc2C)[C@]2(C)C(=O)N(C)c3ccccc3[C@H]12
    -19%[25.6 µM] | 5 | -4%[23.9 µM] | ? | . | -33%[57.5 µM] | i
CC(=O)OCC1=C(C(=O)O)N2C(=O)[C@@H](N)[C@@H]2SC1
    -11% | . | -3% | . | . | . | -10%
COc1ccc2[nH]c3c(c2c1)CCNC3
    23% | . | -15% | . | . | . | i
Cc1ccccc1C(Cn1ccnc1-c1cnc[nH]1)N(C)C (stereo not drawn)
    2% | 29 | 1% | -12% | 11% | -32% | -17%
CCC1C2CC3C4N(C)c5ccccc5C45CC(C2C5O)N3C1O (stereo not drawn)
    . | 18 | -2% | . | . | . | i
COc1ccc2c(c1)C1(CCN(C(=O)c3ccccc3C)C1)C(=O)N2 (stereo not drawn)
    5% | 6 | 2% | 3% | 2% | -12% | i
COc1ccc(CC(=O)N2CCC3(C2)C(=O)Nc2ccc(OC)cc23)c(Cl)c1 (stereo not drawn)
    -8% | 8 | -8% | -22% | 8% | ? | i
COc1ccc(C23CCC(=O)C=C2N(C)CC3)cc1OC (stereo not drawn)
    . | -1 | -3% | . | . | . | -39%

# 6 entries from above, with tabs:
Compound	SNCA expr inh	IP6K1 inhibitor	HEK293 viab	3T3 cytotox	FLuc inh	HEK293 tox	GPT2 inh
CC(=O)OCC1=C(C(=O)O)N2C(=O)[C@@H](N)[C@@H]2SC1	-11%	.	-3%	.	.	.	-10%
COc1ccc2[nH]c3c(c2c1)CCNC3	23%	.	-15%	.	.	.	i
NC(=O)c1ccc(NC(=O)c2cccn(Cc3ccccc3)c2=O)cc1	17%	52	?	.	.	.	.
COc1ccc(CC(=O)N2CCC3(C2)C(=O)Nc2ccc(OC)cc23)c(Cl)c1 (stereo not drawn)	-8%	8	-8%	-22%	8%	?	i
O=C(O)c1cn(Cc2ccccc2F)nn1	15%	3	21%	4%	-2%	-14%	2%
CCOC(=O)[C@H]1CN(C(=O)c2cc(C)oc2C)[C@]2(C)C(=O)N(C)c3ccccc3[C@H]12	-19%[25.6 µM]	5	-4%[23.9 µM]	?	.	-33%[57.5 µM]	i

# (listing goes on)
# Values in the order – SNCA expr inh | IP6K1 inhibitor | HEK293 viab | 3T3 cytotox | FLuc inh | HEK293 tox | GPT2 inh
Cc1cccc(CC(=O)N2CC(N(Cc3ccccc3)C3CCOCC3)C2)c1
    -19% | -12 | -4% | -11% | 10% | ? | i
COc1cc2c(cc1OC1CCCC1)NC(=O)C21CCN(c2nccs2)CC1
    -25%[87.6 µM] | -13 | -14%[87.6 µM] | ? | 4%[172 µM] | 89µM* | -11%[88.5 µM]
CC(=O)c1cccc(NC(=O)NC[C@H]2C[C@@H]3CCN2C[C@@H]3c2cc(-c3ccc(F)cc3)nc(C)n2)c1
    -14% | 15 | -14% | ? | ? | ? | -4%
COC1C(O)C(C)OC(OC2C(CO)O[C@@H](O[C@@H]3CC4CCC5C(CC[C@]6(C)[C@@H](C7=CC(=O)OC7)CC[C@]56O)[C@@]4(C)[C@H](OC(C)=O)C3)C(O)C2O)C1O (stereo partly drawn)
    . | 14 | ? | . | . | . | 4%[17.1 µM]
O=C1NC2(CCN(Cc3ccncc3)C2)OCc2ccccc21 (stereo not drawn)
    16%[87.6 µM] | 26 | -4%[87.6 µM] | -20%[138 µM] | -5%[172 µM] | -19%[172 µM] | i
Cc1cc(CN2CC3ON=C(C(=O)O)C3C2)cc(C)n1 (stereo not drawn)
    24%[87.6 µM] | -10 | -7%[87.6 µM] | -17%[174 µM] | . | -25%[230 µM] | i
N#Cc1ccccc1-c1cc(-c2ccccn2)cn(-c2ccccc2)c1=O
    . | -4 | 15% | . | . | . | i
CC[C@H]1CN2CC[C@H]1C[C@@H]2CNC(=O)COCC(=O)O
    -11%[87.6 µM] | 17 | 0%[87.6 µM] | -22%[230 µM] | -5%[230 µM] | -13%[230 µM] | -5%[88.5 µM]
COCCNC(=O)[C@H]1CN2CCC1C[C@@H]2Cn1cc(-c2ccc(-c3ccccc3)cc2)nn1 (stereo partly drawn)
    11% | 10 | -1% | -15% | -6% | -5% | 5%
CN1CCC[C@@H]1Cc1c[nH]c2ccc(Nc3ncccc3[N+](=O)[O-])cc12
    . | 0 | -31% | . | . | . | -14%
Cc1ccc([C@H]2CN(C(=O)c3cc(C(C)C)on3)[C@@H]3C4CCN(CC4)[C@H]23)cc1
    2% | 10 | -10% | ? | 3% | ? | ?
COc1ccc(CCNCc2ccc3c(c2)n(C)c(=O)n3C)cc1
    ? | 14 | -24% | . | . | . | .
O=[S+]1([O-])NC2(CCN(Cc3cccs3)C2)COc2ccncc21 (stereo not drawn)
    14% | 4 | 4% | -15% | . | -14% | -43%
CC[C@H]1CN2CC[C@H]1C[C@@H]2CNCc1ccc(-c2ccccc2)cc1
    -14%[87.6 µM] | -13 | ? | 28µM* | 0%[172 µM] | 25µM* | -8%[88.5 µM]
COc1ccc(S(=O)(=O)NC[C@H]2C[C@@H]3CCN2C[C@@H]3CN2CCOCC2)cc1
    4%[87.6 µM] | -9 | 2%[87.6 µM] | -1%[174 µM] | -1%[172 µM] | 0%[172 µM] | -1%[88.5 µM]
